Bioassay records as filed in PubChem.
PV pol inh: poliovirus RdRp elongation inhibitors, primary screen, biochemical, fluorescence polarization, total intensity; Genome polyprotein (Poliovirus type 1 (strain Mahoney)), P03300; poliovirus polymerase elongation; active compounds read low; % elongation, % (compound at 16.7 µg/mL); 150,000 compounds, 0.66% hits; in the data active = % elongation below about 90%; also: some results filed as inactive read as strong as hits
Target sequence (P03300 1749-2209 limits assumed): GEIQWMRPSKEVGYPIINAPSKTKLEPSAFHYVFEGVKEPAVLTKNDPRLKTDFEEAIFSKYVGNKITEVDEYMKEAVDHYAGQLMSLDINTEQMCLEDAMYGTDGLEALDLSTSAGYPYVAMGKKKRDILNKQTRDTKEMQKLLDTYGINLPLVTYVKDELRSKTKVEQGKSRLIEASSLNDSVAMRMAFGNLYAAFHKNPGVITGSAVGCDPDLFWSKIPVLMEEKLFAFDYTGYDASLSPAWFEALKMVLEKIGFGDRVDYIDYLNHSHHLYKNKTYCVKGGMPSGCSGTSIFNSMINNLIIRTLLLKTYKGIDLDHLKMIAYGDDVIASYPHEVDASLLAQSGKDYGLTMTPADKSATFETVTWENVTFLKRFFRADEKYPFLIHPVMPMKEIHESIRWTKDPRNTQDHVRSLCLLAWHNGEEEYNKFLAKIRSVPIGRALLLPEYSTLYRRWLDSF
PV pol inh FP z-score: also measured in PV pol inh; calls as there; z-score; measured here: FP z-score; hits read low
The depositor's hits bear a star.

SMILES	PV pol inh	PV pol inh FP z-score
CCOC(=O)c1cc(-c2ccccc2)n(CCC(=O)Nc2ccccc2CC)c1C	108.0	0.6
O=C(CCNC(=O)c1ccc(Br)o1)NC1CCCC1	101.0	-0.5
O=C(NCCC1=CCCCC1)c1ccc2c(c1)sc1nc(-c3ccccc3)cn12	103.0	0.5
CC1=CC2=NC(=O)/C(=C\c3cccn3CCCOc3cc(C)cc(C)c3)C(=N)N2O1	99.0	-0.7
COC(=O)c1cc2oc(C)cc2n1CC(=O)Nc1ccc(C(C)C)cc1	111.0	1.5
COc1ccc(N2CCN(CCCNC(=O)c3cccc(Nc4nc5ccccc5n5nnnc45)c3)CC2)cc1	102.0	0.3
CCCn1c2ccccc2c2cnn(CC(=O)Nc3cc(C)c(Cl)cc3OC)c(=O)c21	96.0	-2.3
COc1ccc(CCNC(=O)CCn2c(=O)c3cccn3c3ccc(F)cc32)c(OC)c1OC	110.0	0.6
O=C(NCCNC1CCCC1)c1cccs1	103.0	0.4
CCCSC1=NC2(CCN(C(=O)NC3CCCCC3)CC2)N=C1c1ccc(OC)cc1	108.0	0.1
COc1ccc(C(O)c2nc3ccccc3s2)cc1 (configuration not stated)	101.0	0
CC1CCN(C(=O)c2ccccc2Br)CC1	110.0	0.6
Cc1nn(C)c2ncc(C(=O)c3cc(F)ccc3O)cc12	101.0	-0.2
CC(C)c1ccccc1NC(=O)c1cccc(S(=O)(=O)N(C)C)c1	103.0	0.4
COc1ccc(OCC(=O)N2c3ccccc3C(C)(c3ccccc3)CC2(C)C)cc1 (configuration not stated)	105.0	0.8
O=C(Cc1ccc(S(=O)(=O)N2CCOCC2)s1)Nc1ccc(-c2cn3ccsc3n2)cc1	105.0	0.3
COC(=O)/C=C1\SC(=Nc2ccccc2)NC1=O	104.0	0.7
CCOc1ccccc1NC(=O)Cn1c(=O)n(Cc2ccccc2)c(=O)c2c(C)c(C(=O)N(C)C)sc21	107.0	0.2
Cc1ccccc1NC(=O)Cn1cc(C(=O)c2cccs2)c2ccccc21	105.0	0
Cc1ccccc1C(=O)OC(C)CN1CCCC1 (configuration not stated)	104.0	0
C=CCNC(=O)C1CCN(S(=O)(=O)c2cccc(C(F)(F)F)c2)CC1	102.0	0.2
O=C(O)CN=C1NC2(CCCC2)Cc2ccccc21	100.0	-0.1
Cc1[nH]cc(Br)c(=O)c1OCC(=O)O	102.0	0.3
CCn1c(CCc2nnc(SCC(=O)c3ccccc3)n2CC)nnc1SCC(=O)c1ccccc1	104.0	0.5
CCOC(=O)c1c(NC(=O)/C=C/c2ccc(OCC)cc2)sc(C(C)=O)c1C	104.0	-0.2
Nc1ccc(N2CCOCC2)c2nonc12	85.0*	-3.4*
CCSc1nnc(NC(=O)c2ccc3c(c2)NC(=O)CS3)s1	104.0	0.3
CCCn1c(=S)[nH]c2cc(C(=O)N3CCN(C)CC3)ccc2c1=O	103.0	0.8
CCc1nn(CC(=O)NC2CC2)c(=O)c2cc3c(OC)cccc3n12	102.0	-1.2
O=C(CN1CCN(c2ccc(O)cc2)CC1)c1ccc[nH]1	106.0	0.4
COc1ccc(CCNC(=O)CCCn2c(=O)c3ccccc3n(Cc3ccc(C)cc3)c2=O)cc1OC	108.0	0.6
Cc1cccc(C)c1NC(=O)C1C2C=CC(C2)C1C(=O)NCc1ccccn1 (configuration not stated)	104.0	0.7
CCOC(=O)N1CCc2c(sc(NCc3cccc(F)c3)c2C(=O)Nc2ccc(OCC)cc2)C1	102.0	-0.3
CCc1oc2ccccc2c1C(=O)c1cc(Br)c(O)c(Br)c1	101.0	0.1
Cc1ccc(CNC(=O)CCc2cn(C)c3ccccc23)cc1	112.0	0.3
CCn1c(SCc2c(F)cccc2Cl)nc2cc(S(N)(=O)=O)ccc21	106.0	0.4
CCCN(CCC)S(=O)(=O)C1CCS(=O)(=O)C1 (configuration not stated)	104.0	0.4
Cc1ccc(Cl)cc1NC(=O)Cn1c(=O)n(Cc2ccccc2)c(=O)c2oc3ccccc3c21	111.0	0.8
CC[C@H](C)[C@H]1O[C@]2(CC[C@@H]1C)C[C@@H]1C[C@@H](C/C=C(\C)C(O[C@H]3C[C@H](OC)[C@@H](O[C@H]4C[C@H](OC)[C@@H](O)[C@H](C)O4)[C@H](C)O3)[C@@H](C)/C=C/C=C3\CO[C@@H]4[C@H](O)C(C)=C[C@@H](C(=O)O1)[C@]34O)O2 (some centres not stated)	102.0	0.5
CN1CCCN(C(=O)c2ccc(C#N)cc2)CC1	102.0	0
O=C(NCc1cccs1)c1ccc(=O)[nH]c1	105.0	0.3
CC(C)c1nc2ccccc2n1C(=O)c1ccccc1C(=O)O	102.0	0.3
Cc1ccc(S(=O)(=O)N2CCCC2C(=O)OCC(=O)Nc2cc(C)on2)cc1 (configuration not stated)	105.0	0.2
O=C1O[C@@H]2C[C@H]3C[C@@H]2[C@@H]1[C@H]3C(=O)N1CCN(c2ccccc2)CC1	100.0	-0.2
CCN(CC)c1ccc(NC(=O)CCS(=O)(=O)c2ccc3c(c2)oc(=O)n3C)c(C)c1	104.0	-0.8
N#CC1(N2CCOCC2)CCCCC1	101.0	0.3
COc1ccc(-n2cnnc2SCC(=O)N(Cc2ccccc2)C(C)C)cc1	105.0	-0.1
CCOC(=O)c1ccc(-n2cnnn2)cc1	97.0	-0.7
COc1ccc2nccc(C(=O)O)c2c1	99.0	-0.3
Cc1cccc(CNC(=O)c2ccc(Cn3c(SCc4cccc(F)c4)nc4cccnc43)cc2)c1	102.0	-1.2
The list continues.
SMILES	PV pol inh	PV pol inh FP z-score
Cc1cc(/C=N/NC(N)=O)c(C)c(CO)c1	103.0	0.4
CCc1ccc(NC(=O)CC2C(=O)N(c3ccccc3)C(=O)N2C(C)C)cc1 (configuration not stated)	108.0	0
O=C(COC(=O)C1CC(O)CN1C(=O)Oc1ccccc1)c1ccc(-c2ccccc2)cc1 (configuration not stated)	101.0	0
O=C(COc1ccccc1F)OCc1cccc(C(F)(F)F)c1	103.0	0
CCOc1ccccc1NC(=O)CSc1nc2cc(OC)c(OC)cc2c2nc(-c3ccccc3)nn12	100.0	-2
CCOC(=O)c1cc(-c2ccc(OC)cc2)n(CCC(=O)Nc2cccc(C(C)=O)c2)c1C	103.0	-0.2
CC(=O)NC(C(=O)O)C1CCCC1 (configuration not stated)	101.0	-0.1
CCn1c(=O)c(=O)[nH]c2cc(C(=O)N3CCN(c4ccccc4F)CC3)ccc21	101.0	-0.4
Cc1ccc(Nc2c(-c3ccc(N4CCOCC4)cc3)nc3ccc(Cl)cn23)cc1	106.0	0.4
O=C(NCCc1csc(-c2ccc(Cl)cc2)n1)c1cccs1	105.0	-0.3
Fc1ccc(-c2csc(N3CCN(C/C=C\c4ccccc4)CC3)n2)cc1	105.0	0.1
CCCc1cc(=O)[nH]c(Nc2ccc(C(=O)O)cc2)n1	102.0	-1.3
Cc1ccc2[nH]c3c(c2c1)CCCC3O (configuration not stated)	103.0	0.2
Cc1ccc(-c2nc3ncccc3o2)cc1N	101.0	-0.4
NNc1ncccc1C(=O)O	106.0	1.2
CCOC(=O)c1ccc(NC(=O)C2=C(C)C(=O)OC23CCCCCC3)cc1	106.0	0
O=C(O)CCCC(=O)Nc1nc2nccc(-c3ccccc3)n2n1	105.0	0.9
Cc1ccnc(SCc2cc(=O)n3[nH]c(C)nc3n2)n1	102.0	0.6
Cc1cc(NC(=O)Cn2c(=O)n(CC(=O)NCCc3ccccc3)c(=O)c3ccccc32)n[nH]1	104.0	0.8
COc1ccc(S(=O)(=O)N(CC(=O)Nc2cccc(C)c2)c2ccc(C)cc2)cc1OC	107.0	0.4
O=C(c1cc(-c2ccc(F)cc2)nc2ccccc12)N1CCOCC1	100.0	-1
O=C(c1cc(-c2csc(-c3ccccn3)n2)c[nH]1)N1CCCC1	105.0	0.4
COC(=O)c1cc(S(=O)(=O)N2c3ccccc3CC2C)c[nH]1 (configuration not stated)	105.0	0.5
O=C1NC2(CCOc3ccccc32)C(=O)N1CCOc1c(Cl)cccc1Cl (configuration not stated)	105.0	0.3
O=S(=O)(Nc1cccc(-c2ccc(N3CCCC3)nn2)c1)c1ccccc1	102.0	0.6
COc1ccc(C(=O)CC(C(=O)c2ccccc2)c2ccccc2)cc1 (configuration not stated)	102.0	0
CN(C)c1ccc(/C=N/NC(=O)C(O)(c2ccccc2)c2ccccc2)o1	103.0	0.9
CN(C)Cc1ccc(CSCCNC(=O)Nc2ccccc2)o1	103.0	0.3
O=C(CCS(=O)(=O)c1ccccc1)N(Cc1ccccn1)c1nc2ccccc2s1	104.0	0.7
CCOc1ccc(NC(=O)C2CCCN(c3nnc(C)c4c(C)n(-c5ccccc5)nc34)C2)cc1 (configuration not stated)	102.0	-0.7
O=C(O)CC1(CC(=O)Nc2cccc3nonc23)CCCCC1	99.0	-1.2
O=c1c2c(nc3nc(NCc4c(F)cccc4Cl)[nH]n13)CCC2	102.0	0
Cc1cccc(C)c1Nc1nc2c(C)cc(C)c(C)c2s1	107.0	0.4
COCCn1c(CNC(=O)c2ccc(C)cc2)nc2cccnc21	106.0	-0.4
O=C(c1ccc(Cl)cc1)c1oc2ccccc2c1-c1cnn(-c2ccccc2)c1	103.0	0.2
O=C(Nc1ccccc1-c1ccccc1)C1CCCO1 (configuration not stated)	100.0	-1
CCCNC(=O)CSc1nnc(-c2cccnc2)n1C1CCCCC1	102.0	0.3
Cc1ccccc1C1NC(=S)NC2=C1C(=O)CC(C)(C)C2 (configuration not stated)	101.0	0
COc1cccc(N2CCN(CC(=O)NCC(F)(F)F)CC2)c1	103.0	0.1
CCOc1ccc(/C=C/c2nc(C#N)c(NCc3ccc(OC)cc3)o2)cc1	109.0	0.1
CC1CN(Cn2[nH]c(=O)ccc2=O)CC(C)O1 (configuration not stated)	102.0	0.2
COC(=O)c1ccc2c(=O)n3nc(NCCc4ccccc4)sc3nc2c1	100.0	-0.4
CC(C)CNC(=O)c1cccc(NC(=O)C(C)C)c1	104.0	0.7
Cc1cc(F)ccc1S(=O)(=O)N(CC(=O)N1CCOCC1)CC(=O)N1CCOCC1	103.0	0
O=C(CCN1CCCCC1)c1ccccc1	100.0	-0.4
CCCn1c(=S)[nH]c2cc(C(=O)NCc3ccccc3)ccc2c1=O	100.0	-1
Cc1ccc2nc(Cn3c(=O)c(N4CCOCC4)nc4ccccc43)cc(=O)n2c1	102.0	-0.1
COc1ccc(NC(=O)c2cncc(NS(=O)(=O)c3ccc(F)cc3)c2)cc1	105.0	0.9
COc1cccc(N2CCN(C(=O)c3ccc(/C=C4\Oc5ccccc5N(C)C4=O)cc3)CC2)c1	102.0	-0.2
Cc1nc2c(C(=O)NC(C)C)cnn2c(C)c1Cc1c(F)cccc1Cl	101.0	-0.3
(list continues)
SMILES	PV pol inh	PV pol inh FP z-score
COc1ccc(C(=O)Cn2c(=O)c(CCC(=O)O)nn3c4ccccc4nc23)cc1OC	101.0	-0.1
CC1CCCCN1C(=O)Cn1cc(C#N)c2ccccc21 (configuration not stated)	98.0	-0.5
Cn1c(=O)c(=O)n(C)c2c3nsnc3ccc21	100.0	-0.3
O=C(Nc1cccnc1)c1ccc(NC(=O)C2OCCc3ccccc32)cc1 (configuration not stated)	99.0	-1.6
CC(=O)NC1C(=O)N(CCc2ccccc2)c2ccc(C)cc21 (configuration not stated)	99.0	-0.4
Cc1ccc(NC(=O)Cn2c(=O)n(-c3ccc(C)cc3)c(=O)c3c2cnn3C)cc1	106.0	0.3
O=C(NCCO)c1cccc(C(=O)NCCO)c1	105.0	0.3
CC1(C)CC(=O)C=C(NCCCN2CCOCC2)C1	107.0	0.4
COc1ccc(CCN=C2SCCN2C(=O)c2ccc(NC(N)=O)cc2)cc1	100.0	-0.3
CC(=O)Nc1cc(-n2c(C)nc3ccccc3c2=O)ccc1Cl	104.0	0.2

Another view of some results above.
SMILES | PV pol inh | PV pol inh FP z-score
O=C(Nc1cccnc1)c1ccc(NC(=O)C2OCCc3ccccc32)cc1 (configuration not stated) | 99.0 | -1.6
CC1CCCCN1C(=O)Cn1cc(C#N)c2ccccc21 (configuration not stated) | 98.0 | -0.5
Cn1c(=O)c(=O)n(C)c2c3nsnc3ccc21 | 100.0 | -0.3
CC1(C)CC(=O)C=C(NCCCN2CCOCC2)C1 | 107.0 | 0.4
CC(=O)NC1C(=O)N(CCc2ccccc2)c2ccc(C)cc21 (configuration not stated) | 99.0 | -0.4
CC(=O)Nc1cc(-n2c(C)nc3ccccc3c2=O)ccc1Cl | 104.0 | 0.2
Cc1ccc(NC(=O)Cn2c(=O)n(-c3ccc(C)cc3)c(=O)c3c2cnn3C)cc1 | 106.0 | 0.3

Remaining list, next part.
SMILES	PV pol inh	PV pol inh FP z-score
Cc1cc2c(cc1S(=O)(=O)NC(C)(C)C)OCC(=O)N2	103.0	-0.5
COc1cc(S(=O)(=O)N2CCCC2)c(OC)cc1C	100.0	-0.9
CC1CCCCN1CCCNC(=O)Cn1ncc2c3ccccc3n(Cc3ccccc3F)c2c1=O (configuration not stated)	111.0	0.3
O=C(CCS(=O)(=O)c1nc(-c2cccs2)cc(C(F)(F)F)n1)Nc1ccc(Br)cc1	109.0	0.7
C=CCOc1cc(C)nc(N2CCOCC2)n1	100.0	-0.4
O=C(Nc1ccc2c(c1)OCO2)C1=NN(C2CCS(=O)(=O)C2)C(=O)CC1 (configuration not stated)	98.0	-0.8
CC(C)OCCCN1C(=O)c2[nH]nc(-c3ccccc3O)c2C1c1ccccc1F (configuration not stated)	109.0	0.7
COc1ccc(NC(=O)c2cnn3c2NC(c2cccc(OC)c2)CC3C(F)(F)F)cc1 (configuration not stated)	101.0	0
Cc1cc(N2CCN(c3ccccn3)CC2)n2ncnc2n1	103.0	0.4
CC(C)NC(=O)C1(c2ccccc2)CCOCC1	100.0	-0.5
Cc1nc(N2CCOCC2)c2c(C(=O)Nc3cccc(C(F)(F)F)c3)c(C)oc2n1	110.0	0.4

Random excerpt: five records from the list.
SMILES	PV pol inh	PV pol inh FP z-score
CC(C)NC(=O)C1(c2ccccc2)CCOCC1	100.0	-0.5
Cc1cc2c(cc1S(=O)(=O)NC(C)(C)C)OCC(=O)N2	103.0	-0.5
COc1ccc(NC(=O)c2cnn3c2NC(c2cccc(OC)c2)CC3C(F)(F)F)cc1 (configuration not stated)	101.0	0
C=CCOc1cc(C)nc(N2CCOCC2)n1	100.0	-0.4
Cc1cc(N2CCN(c3ccccn3)CC2)n2ncnc2n1	103.0	0.4

This is a subset, so the mix of outcomes need not match the whole.
